CIT2-GFP yeast: modulators of TOR pathway CIT2-GFP in S. cerevisiae; S. cerevisiae CIT2-GFP strain, flow cytometry, 3 h; 100 means same as DMSO wells; GFP response vs DMSO, % at 10 µM; 0.065% of 320,000 active; AID 2029;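 active = GFP response relative to DMSO above a set limit, near the screen mean plus 3 SD, cut at about 150% in these data; inconclusive = Fewer than 70 cells measured for a yeast strain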;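 also: ratio of well median GFP fluorescence to mean of DMSO wells on the plate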
MEX-5 binding: C. elegans MEX-5 TCR-2 RNA binding activity | Q9XUB2 | 0.38% of 300,000 active | activity score (negative = inhibition of binding), % at 10 µM | MEX-5/FITC-TCR2 RNA binding, fluorescence polarization; stronger effect = lower value | AID 1832;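 active = inhibition past about -25% in most replicates, and total fluorescence under double the plate's negative control median, limit read from the data; inconclusive = replicates evenly split on the limit, or fluorescence at least double controls; inactive = too little inhibition in most replicates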;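 also: 0% = DMSO and -100% = 5 µM competing unlabeled TCR2 RNA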
Target sequence (Q9XUB2 whole entry, looked up): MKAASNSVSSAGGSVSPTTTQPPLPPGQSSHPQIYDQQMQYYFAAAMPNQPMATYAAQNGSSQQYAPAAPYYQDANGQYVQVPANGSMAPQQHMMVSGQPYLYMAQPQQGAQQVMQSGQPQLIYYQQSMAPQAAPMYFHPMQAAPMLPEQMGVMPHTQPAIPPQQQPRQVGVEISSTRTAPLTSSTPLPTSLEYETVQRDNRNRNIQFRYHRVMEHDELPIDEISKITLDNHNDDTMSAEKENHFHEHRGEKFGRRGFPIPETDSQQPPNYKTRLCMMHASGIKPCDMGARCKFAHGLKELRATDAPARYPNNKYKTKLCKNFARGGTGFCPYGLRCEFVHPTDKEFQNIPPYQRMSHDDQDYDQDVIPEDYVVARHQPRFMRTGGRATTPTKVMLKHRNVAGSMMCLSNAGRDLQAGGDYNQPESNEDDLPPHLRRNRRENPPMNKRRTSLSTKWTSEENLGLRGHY
Fam108B counter: counter-screen for RBBP9 inhibitors: inhibitors of mouse Fam108B. inhibition, % at 9.51 µM. recombinant Fam108B, FP-Rh probe fluorescence polarization. 0.33% of 300,000 active. AID 1947;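 active = inhibition above the screen mean inhibition plus 3 SD, computed separately per campaign, cut at about 18% in these data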;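 also: inhibitors lower polarization as less probe binds the enzyme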
MCL1-BIM inh: inhibitors of human MCL1 binding to BIM-BH3 peptide. GST-MCL1 / FITC-Bim-BH3 fluorescence polarization. inhibition, % at 10.9 µM. 0.68% of 320,000 active. AID 2057;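 active = inhibition above the mean inhibition of all tested compounds plus 3 SD, set per campaign, cut at about 40% in these data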;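 also: 0% = DMSO wells and 100% = unlabeled Bim-BH3 peptide control; higher means more loss of mP so more displacement of Bim peptide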
Target sequence (Q07820 whole entry, looked up): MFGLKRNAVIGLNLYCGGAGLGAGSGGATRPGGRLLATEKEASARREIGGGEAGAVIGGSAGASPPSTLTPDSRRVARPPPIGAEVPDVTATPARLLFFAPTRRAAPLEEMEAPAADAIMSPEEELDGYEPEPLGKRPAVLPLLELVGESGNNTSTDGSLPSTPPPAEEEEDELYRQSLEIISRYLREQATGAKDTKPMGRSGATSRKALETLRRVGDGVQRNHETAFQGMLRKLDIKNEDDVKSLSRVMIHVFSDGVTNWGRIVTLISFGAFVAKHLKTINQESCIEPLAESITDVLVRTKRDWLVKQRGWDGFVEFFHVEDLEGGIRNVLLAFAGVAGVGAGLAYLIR
GLD-1 TGE inh: GLD-1-TGE RNA interaction inhibition (C. elegans); Q17339; purified GLD-1 + fluorescein TGE RNA, fluorescence polarization; inhibition, % at 5.96 µM; 0.44% of 320,000 active;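 active = percent inhibition above a per-plate cutoff, the plate mean of test compounds plus 3 SD, cut at about 30% in these data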;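 also: 0% = DMSO wells with GLD-1 and probe and 100% = wells lacking GLD-1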
VLA-4 inh: inhibition in a human VLA-4 binding assay; VLA-4 expressing cells, ligand binding flow cytometry; P13612; 0.2% of 330,000 active; inhibition, % (about 7 µM as worked out from the volumes in the protocol); AID 2557; in the data active = inhibition above about 50%
BCLXL inh: blocks human Bcl-xL binding to Bim BH3 peptide; GST-Bcl-xL / FITC-Bim BH3 peptide fluorescence polarization; inhibition, % at 10.9 µM; 0.7% of 320,000 active; AID 2129;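 active = inhibition above the mean of all tested compounds plus 3 SD, cutoff set per campaign, cut at about 30% in these data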;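 also: 0% = DMSO wells and 100% = unlabeled Bim-BH3 peptide competitor; inhibitors lower millipolarization by displacing the labeled peptide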
Target sequence (Q07817 whole entry, looked up): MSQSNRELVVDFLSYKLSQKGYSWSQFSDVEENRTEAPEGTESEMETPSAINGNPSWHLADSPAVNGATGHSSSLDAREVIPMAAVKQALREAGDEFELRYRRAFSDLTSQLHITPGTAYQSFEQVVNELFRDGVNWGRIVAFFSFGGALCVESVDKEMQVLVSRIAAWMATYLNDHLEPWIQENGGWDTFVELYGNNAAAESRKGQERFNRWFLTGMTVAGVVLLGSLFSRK
GRK2 inh: inhibitors of human GRK2 displacing RNA aptamer; bead flow cytometry, FAM-aptamer displacement from GRK2; inhibition of aptamer binding, % at 10 µM; 0.59% of 330,000 active; AID 488847;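 active = inhibition of aptamer binding above 40%, roughly 3 SD of noise, on plates passing a quality check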;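 also: median bead fluorescence of bound FAM aptamer so fluorescent compounds give negative values; no value below 0 was filed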
AGP1 TOR yeast: alters AGP1-GFP fluorescence in TOR pathway yeast screen. GFP response vs DMSO, % at 10 µM. 0.02% of 320,000 active. S. cerevisiae AGP1-GFP multiplex flow cytometry, 3 h; GFP as percent of DMSO wells;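 active = GFP response relative to DMSO above a set limit, near screen average plus 3 SD, cut at about 150% in these data; inconclusive = fewer than 70 cells counted for the yeast strain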;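 also: median GFP channel fluorescence of the gated AGP1 strain per well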
The depositor's hits bear a star; ? = inconclusive; / = not tested or not shown; + = active, no number; [ ] = dose if it differs, or a comment. This is a subset. The share of hits here may be higher or lower than overall.

SMILES	CIT2-GFP yeast	MEX-5 binding	Fam108B counter	MCL1-BIM inh	GLD-1 TGE inh	VLA-4 inh	BCLXL inh	GRK2 inh	AGP1 TOR yeast
O=c1c2ccccc2nc(-c2ccco2)n1-c1ccc(Br)cn1	106	0.6	1	0	-2	2	0	2	101
CCc1ccc(-n2c(O)c(C(C)=O)c(=O)[nH]c2=O)cc1 (tested in a mixture with another compound)	99	4.5	-2	-15	-10	1	-6	1	104
Cc1cc(OCCCC(=O)NCc2cccs2)ccc1Cl	96	-2.0	2	5	7	4	4	0	102
COC(=O)C1=C(c2ccc(Cl)c(C(F)(F)F)c2)C[C@@H]2CC[C@H]1N2C(=O)N1CCC(O)(c2ccc(Cl)cc2)CC1	93	/	/	/	6	-1	/	2	101
Oc1cccc(/C=N/NP(=S)(c2ccccc2)c2ccccc2)c1	101	-3.3	2	5	13	-4	5	1	101
CCOc1ccc(N=Cc2c(O)n(CCc3ccc(OC)c(OC)c3)c(=O)[nH]c2=O)cc1	87	0.5	0	2	0	-8	-4	100*	93
COc1cc(OC)c(C=O)c(OC(=O)N(C)C)c1	91	0.7	-1	-6	11	36	-2	0	97
CCCCC(CC)CNCC(O)c1ccccc1 (stereo not given)	114	1.5	2	7	7	-2	-1	0	94
CN1CCN(CCC(=O)OC2CC3CCC(C2)N3C)CC1 (stereo not given)	95	-1.7	4	-4	2	12	2	0	92
CN1CCCCC1c1ccc(-c2cccnc2)nc1 (stereo not given)	102	1.8	1	0	3	16	6	4	103
Cc1ccc(P(=S)(c2ccc(C)o2)N2CCOCC2)o1	87	0.7	-10	-8	-1	8	1	1	/
O=P(O)(Oc1ccccc1)OC(c1ccccc1)C(F)(F)C(F)(F)F (stereo not given)	103	0.1	0	2	-1	2	1	0	110
OC(COCc1ccc(Cl)cc1)CN1CC=C(c2ccccc2)CC1 (stereo not given)	98	-0.1	6	2	3	5	7	0	97
C=CCn1c(O)c(C(C)=NCCc2c[nH]c3ccccc23)c(=O)[nH]c1=O	103	0.1	1	-3	-2	21	2	/	106
CC(C)[C@H]1CC2C3CC=C4C[C@@H](O)CC[C@]4(C)C3CC[C@]2(C)[C@H]1O (stereo not given in full)	99	/	/	/	0	-7	/	0	92
Cc1ccc(N2C(=O)NC(=O)/C(=C/c3cnc(-c4ccccc4)nc3)C2=O)cc1C	90	0.3	-3	-10	-27	14	-9	1	100
Cn1cc(C=C(C#N)C#N)c2ccccc21	95	45	-4	6	1	3	22	3	97
CC(C)CN(C(=O)CN1CC=C(c2ccccc2)CC1)c1c(N)n(CC(C)C)c(=O)[nH]c1=O	90	-4.9	-2	0	-5	-4	2	0	96
O=C(CCl)NCC1CCCO1 (stereo not given)	89	2.0	5	3	0	25	7	0	102
CCOc1ccc(-n2c(O)c(C=Nc3ccc(NC(C)=O)cc3)c(=O)[nH]c2=O)cc1	101	-2.4	1	1	-3	13	3	0	112

4 entries already listed, arranged by formula weight, falling:
SMILES	CIT2-GFP yeast	MEX-5 binding	Fam108B counter	MCL1-BIM inh	GLD-1 TGE inh	VLA-4 inh	BCLXL inh	GRK2 inh	AGP1 TOR yeast
COC(=O)C1=C(c2ccc(Cl)c(C(F)(F)F)c2)C[C@@H]2CC[C@H]1N2C(=O)N1CCC(O)(c2ccc(Cl)cc2)CC1	93	/	/	/	6	-1	/	2	101
CCOc1ccc(-n2c(O)c(C=Nc3ccc(NC(C)=O)cc3)c(=O)[nH]c2=O)cc1	101	-2.4	1	1	-3	13	3	0	112
O=c1c2ccccc2nc(-c2ccco2)n1-c1ccc(Br)cn1	106	0.6	1	0	-2	2	0	2	101
Cn1cc(C=C(C#N)C#N)c2ccccc21	95	45	-4	6	1	3	22	3	97

Other compounds follow.
SMILES	CIT2-GFP yeast	MEX-5 binding	Fam108B counter	MCL1-BIM inh	GLD-1 TGE inh	VLA-4 inh	BCLXL inh	GRK2 inh	AGP1 TOR yeast
O=[N+]([O-])c1ccc(Cl)c([N+](=O)[O-])c1	84	/	10	5	4	7	8	3	87
CCC1CN(C)CCC1(OC(C)=O)c1ccccc1 (stereo not given)	94	-4.0	4	7	10	-3	15	4	98
COC(=O)C1=C(c2ccc(C(C)=O)cc2)C[C@@H]2CC[C@H]1N2C(=O)NC1CC1	102	/	/	10	0	-3	4	0	99
CC12CN3CC(C)(CN(C1)P3(=O)Oc1ccccc1)C2=O (stereo not given)	98	-1.1	4	-2	0	-1	1	0	101
Cc1cc(Cl)ccc1C(=O)C1CCCN(C2CCSCC2)C1 (stereo not given)	98	0.3	-2	-4	2	0	-3	0	105
CCOP(=S)(OCC)Oc1nc(Cl)c(Cl)cc1Cl	100	/	/	16	2	-8	8	1	103
CN(C)c1ccc(C=C2C(=O)NC(=O)NC2=O)cc1[N+](=O)[O-]	86	-5.3	4	13	2	4	4	14	/
O=C(c1ccc(N2CCCCC2)c([N+](=O)[O-])c1)N1CCC2(CC1)OCCO2	101	1.9	3	1	0	-2	5	4	101
CN1C2CCC1CC(OC(c1ccccc1)c1ccccc1N)C2 (stereo not given)	82	0.4	0	6	13	7	10	0	85
C[C@]12CCC3C(CC[C@H]4C[C@H](O)CC[C@]34C)C1CC(=O)[C@@H]2O (stereo not given in full)	91	/	/	/	6	9	/	100*	94
COc1ccccc1CN1CCCC(C(=O)c2ccccc2OC)C1 (stereo not given)	102	0.7	-1	-1	1	6	-1	0	100
Cn1c(O)c(N=Nc2ccc(S(=O)(=O)N3CCOCC3)cc2)c(=O)n(C)c1=O	101	-9.5	1	14	-6	-2	4	2	101
Cc1cc(N(CCCl)CCCl)ccc1/C=N/NC(=O)c1ccco1	87	-17	5	10	-3	-1	10	0	92
CCC1(CC)C(=O)NC(=NCCc2c[nH]c3ccccc23)NC1=O	104	2.3	2	-4	1	1	7	0	108
COc1ccc(CNCCc2c[nH]c3ccccc23)c(OC)c1C	99	1.1	-1	1	2	9	-1	0	103
O=C(c1cccs1)C1CN2CCC1CC2 (stereo not given)	101	1.0	-5	3	2	18	2	0	99
Cc1cc(Oc2cc(NN3CCCCC3)c([N+](=O)[O-])cc2[N+](=O)[O-])ccc1[N+](=O)[O-]	73	-2.6	13	12	3	-2	4	1	83
CC(=O)N1CC(=O)Nc2ccc(F)cc2C1c1ccccc1 (stereo not given)	120	-0.8	2	9	8	4	5	4	115
CC12CN3CC(C)(CN(C1)C3c1cccs1)C2 (stereo not given)	105	0.9	4	3	3	12	7	0	103
CN(C(=O)Oc1ccc(Cl)c2cccnc12)c1ccccc1	93	1.9	-4	5	-2	8	4	0	103
CCN1c2nc3c(C)cccn3c(=O)c2CC2(C(=O)N(C)C(=O)N(C)C2=O)C1C (stereo not given)	95	-0.5	-5	-6	-1	7	-3	3	107
CCC(=NCCOc1ccc(Cl)cc1)c1c(O)n(C)c(=O)n(C)c1=O	98	1.0	1	-7	4	40	2	0	101
CC[N+]1(C)CCCC(OC(=O)C(O)(c2ccccc2)c2ccccc2)C1 (stereo not given)	96	-3.3	-1	11	-2	-6	5	0	98
Cc1nonc1OCCNCCNc1ccc([N+](=O)[O-])c2cccnc12	105	-27*	0	1	4	20	5	2	104
COC(=O)C(=O)N1CC2(C)CNCC(C)(C1)C2=O	94	1.0	0	6	2	17	2	0	102
O=c1[nH]c(=O)n(C2CCCCCC2)c(O)c1C=NCc1cccnc1	94	-0.2	-2	6	-11	-5	1	0	105
O=C(Nc1ccc(Cl)cc1)OC1CN2CCC1CC2 (stereo not given)	/	2.0	1	-2	0	-3	5	0	/
O=c1[nH]c(=S)n(Cc2ccc(F)cc2)c(O)c1C=NCCCn1ccnc1	98	1.2	-1	-1	-9	2	-6	0	106
CC(C)C(=O)Nc1ccc(N2CCN(C)CC2)c(F)c1	101	0.3	0	-2	3	1	-1	0	85
Cc1cccc(NC2=NCCCS2)c1	95	3.2	3	6	4	-6	4	0	104
NCCc1c[nH]c2ccc(C(N)=O)cc12	87	/	0	10	6	-1	3	0	88
Cn1c(O)c(C(=N)COc2ccccc2)c(=O)n(C)c1=O	101	-0.3	-1	-2	1	0	-3	2	109
COC(=O)C1=C(c2ccc(C(C)=O)cc2)C[C@@H]2CC[C@H]1N2C(=O)NCCOc1ccccc1Cl	107	/	/	-2	-1	9	1	2	103
CCCCn1c(O)c(/C=N/N2CCOCC2)c(=O)[nH]c1=S	102	-4.2	3	3	0	19	-2	0	115
N#Cc1c(Cl)nc(Cl)c2c1CCN(Cc1ccccc1)C2	107	-4.5	2	12	18	0	21	0	77
Cc1ccccc1NC1(C#N)CCCCC1	103	2.4	0	-7	0	-10	0	0	110
c1ccc(-c2nnc(C3CC(c4cccnc4)=NO3)o2)cc1 (stereo not given)	99	-2.1	2	0	4	6	8	4	97
Cc1ccc2c(c1)cc1c(=O)n(CC(=O)N3CCC4(CC3)OCCO4)nc(C)n12	102	2.4	-5	0	3	0	2	0	102
CC(C#N)CCC#N (stereo not given)	87	/	/	6	2	1	7	4	99
CC1=C[C@@H]2c3cccc4[nH]cc(c34)C[C@H]2N(C)C1	110	-58*	1	+	118*	-21	169*	5	102
CN(C)c1ccc(C(=O)N/N=C/C23CC[C@@H](O)CC2(O)CC[C@@H]2[C@@H]3CCC3(C)C(C4=CC(=O)OC4)CCC23O)cc1 (stereo not given in full)	101	-0.1	4	3	7	11	8	2	95
Cc1ccccc1NC(=O)Cc1nc(COC(=O)Cc2ccccc2)cs1	97	/	/	+	137*	-4	152*	1	102
COc1cc2c(cc1OC)C1[C@H]3C(=CC[C@H]1OC2O)CCN3C (stereo not given in full)	88	/	/	/	-13	-2	/	0	110
COC(=O)c1ccc(NC(=O)NC(=O)Oc2ccccc2)cc1	99	/	/	10	5	39	6	81*	107
CN1CC(C(=O)c2ccc(Cl)cc2)C(c2ccc(Cl)cc2Cl)C1 (stereo not given)	105	0.9	4	12	-6	-12	5	0	104
CC(C)(C)C(O)C(Oc1ccc(Cl)cc1)n1cncn1 (stereo not given)	97	-0.4	-6	8	1	18	0	0	104
CC(C)NC(C)Cc1ccc(I)cc1 (stereo not given)	83	/	2	-8	7	-6	4	2	87
COc1ccccc1CCNC1CCCCCC1	101	-1.8	1	13	1	1	5	0	103
O=P(O)(Oc1ccccc1)OC(c1ccccc1)C(F)(F)F (stereo not given)	91	-4.8	1	5	-3	-7	2	2	97
CCc1n[nH]c(CCN)n1	103	-3.5	1	-3	8	11	2	0	106
CC1NCCC2(O)CCCCC12 (stereo not given)	79	-1.0	-1	4	-2	11	5	6	84
C[C@]12CC[C@H]3[C@@H](CCC4=CC(=O)CC[C@@H]43)[C@@H]1CC[C@@H]2O	92	/	/	/	-2	-6	/	1	101
CCCC(C)C(=O)NC1CCSC1=O (stereo not given)	107	-0.3	3	0	2	-2	2	3	106
CSc1ncc(/C=C2/C(=O)NC(=O)N(C)C2=O)cn1	97	1.9	-2	3	5	2	10	1	96
C[N+]1(CC2COC(c3ccco3)O2)CCCCC1 (stereo not given)	?	-1.1	3	-14	0	39	-8	1	17[may fluoresce violet]
CC(=NCCCO)c1c(O)n(Cc2ccccc2)c(=O)[nH]c1=O	104	0.3	-4	-5	1	-2	-1	0	108
CCOP(=S)(OCC)Oc1cc(C)oc(=O)c1	92	0.1	2	6	6	0	2	2	92

Bioassay records deposited in PubChem by several laboratories.
